# OX1R antag: antagonists of human orexin 1 receptor (OX1R) | Orexin/Hypocretin receptor type 1 (Homo sapiens), O43613 | OX1R-expressing cells, FRET antagonist read-out | inhibition, % at 6.6 µM | actives 1.8% (n = 330,000) | AID 485270, 2010; in the data active = inhibition mostly above about 38%, no sharp cut-off; inactive = mostly below about 40%;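 note: 0% = agonist challenge alone and 100% = reference antagonist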
# Target sequence (O43613 whole entry, looked up): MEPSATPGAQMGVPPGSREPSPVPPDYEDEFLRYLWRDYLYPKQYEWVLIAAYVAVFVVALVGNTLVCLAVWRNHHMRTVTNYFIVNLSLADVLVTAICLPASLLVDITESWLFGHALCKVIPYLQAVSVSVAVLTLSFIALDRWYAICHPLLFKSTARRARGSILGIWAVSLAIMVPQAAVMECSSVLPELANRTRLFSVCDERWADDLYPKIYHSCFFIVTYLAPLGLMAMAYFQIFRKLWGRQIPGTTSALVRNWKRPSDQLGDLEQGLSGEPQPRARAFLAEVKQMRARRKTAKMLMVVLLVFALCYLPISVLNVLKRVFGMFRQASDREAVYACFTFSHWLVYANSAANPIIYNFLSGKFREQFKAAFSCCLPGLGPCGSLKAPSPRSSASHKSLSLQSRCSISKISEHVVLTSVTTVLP
# KCNQ2 inh: KCNQ2 potassium channel inhibitors, primary screen, cell-based, CHO-K1, FluxOR thallium flux, B-score (AID 2156); actives 1.1% (n = 310,000); 20 min; hits give low values; B-score at 10 µM;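 active = fluorescence ratio B-score at most minus 3 library SDs, with starting brightness B-score within 2 library SDs, cut at about -5.5 in these data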
# STK33 kinase inh: inhibitors of purified STK33 kinase, primary screen, biochemical, ADP-Glo luminescence, homogeneous, cell-free; MBP phosphorylation; AID 2661, 2010; actives 0.073% (n = 320,000); inhibition, % at 10 µM;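 active = inhibition at or above 25%, using the most active replicate where run in duplicate; inactive = inhibition below 25%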
# Target sequence (Q9BYT3 whole entry, looked up): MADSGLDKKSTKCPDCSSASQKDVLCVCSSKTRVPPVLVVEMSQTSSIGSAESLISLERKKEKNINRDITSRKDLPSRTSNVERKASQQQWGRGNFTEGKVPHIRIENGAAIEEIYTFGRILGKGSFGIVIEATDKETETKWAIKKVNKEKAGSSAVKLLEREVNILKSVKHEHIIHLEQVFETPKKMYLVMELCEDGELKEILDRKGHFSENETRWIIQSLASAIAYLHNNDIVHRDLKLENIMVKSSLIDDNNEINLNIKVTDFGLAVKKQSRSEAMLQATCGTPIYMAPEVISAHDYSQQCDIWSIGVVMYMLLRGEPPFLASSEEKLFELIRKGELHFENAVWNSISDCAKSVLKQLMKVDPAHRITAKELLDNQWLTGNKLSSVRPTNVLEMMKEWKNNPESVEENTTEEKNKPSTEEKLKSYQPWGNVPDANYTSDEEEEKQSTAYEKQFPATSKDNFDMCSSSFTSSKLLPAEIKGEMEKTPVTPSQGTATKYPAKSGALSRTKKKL
# Starred values were filed as active, the others as inactive; i = inactive; / = no result given.
SMILES	OX1R antag	KCNQ2 inh	STK33 kinase inh
CCC(=O)NC(=S)Nc1ccc2oc(-c3ccc(OC)cc3)nc2c1	4	i	-1.7
CCCc1cc(C(=O)N2CCCC(N3CCN(c4ccc(F)cc4)CC3)C2)no1 (stereo not given)	4	i	-1.0
Cc1cccc(NC(=O)CSc2nc(C)c(Cc3ccccc3)c(=O)[nH]2)c1	17	i	-1.4
C=CCn1c(SCC(=O)OCC)nc2cc(C(=O)NCc3ccco3)ccc2c1=O	8	i	-0.5
FC(F)(F)c1cccc(NC(=S)NCCN2CCOCC2)c1	-5	i	-2.8
C[C@]12c3[nH]c4ccccc4c3CCN1C(=O)C(CC(=O)NCc1ccco1)C[C@@H]2C(=O)N1CCOCC1 (stereo not given in full)	9	/	0.1
COc1ccc(-c2cc(C(=O)O)c3c(C)nn(-c4ccccn4)c3n2)cc1	6	i	/
Cc1ccc(OCC(=O)N2CCN(C(=O)c3cccs3)CC2)cc1	3	i	-1.6
CCOC(=O)Cn1c(=NC(=O)C(C)(C)C)sc2cc([N+](=O)[O-])ccc21	4	i	0.1
Cn1c(SCc2cccc(Br)c2)nnc1-c1ccncc1	-1	i	0.1
COCc1[nH]nc2c1C(C1C=CCCC1)C(C#N)=C(N)O2 (stereo not given)	4	i	-1.5
COc1cc(Cl)c(S(=O)(=O)n2cnc(C)c2)cc1Cl	10	i	-0.9
Cc1noc(C)c1COc1cccc(C(=O)Nc2ccc3c(c2)OCO3)c1	7	i	-0.8
O=C(O)Cc1ccc2ccc3ccccc3c2c1	8	i	-1.5
COc1cc(/C=C/c2cc(OC(C)=O)c3ccccc3n2)c(OC(C)=O)c([N+](=O)[O-])c1	11	i	0.5
O=c1cc(CN2CCN(C/C=C/c3ccccc3)CC2)c2cc(O)c(-c3ccccc3)cc2o1	22	i	-2.1
COc1ccc(NC(=O)c2cccc(N3C(=O)C4C5C=CC(C6CC56)C4C3=O)c2)c(OC)c1 (stereo not given)	12	i	-0.8
Nc1c(N(CCO)C(=O)/C=C/c2ccco2)c(=O)[nH]c(=O)n1Cc1ccccc1	7	i	-0.7
CSc1ccc(OC2CCN(Cc3ccccc3)CC2)cc1	10	i	-1.2
O=C(COc1ccccc1)Nc1ncc2c(n1)CCCC2=O	11	i	0.4
COc1ccc(Nc2nc3c(C)cccc3cc2C#N)c(OC)c1	4	i	0.8
O=C1CCCC(=O)C1CS(=O)(=O)c1ccccc1	5	i	-1.6
Cn1ncc([N+](=O)[O-])c1C(=O)NC1CCCCC1	8	i	0.5
COc1cc(C(=O)c2ccccc2Cl)c([N+](=O)[O-])cc1OC	10	i	-2.1
CC(C)c1ccc(C(=O)N2CCN(c3cnn(C)c(=O)c3Cl)CC2)cc1	25	i	-1.9
CCN(CC(=O)Nc1c(F)cccc1F)C(=O)CSC(=S)N1CCCC1	1	/	-1.8
COc1cccc(C(=O)Nc2nnc(C(C)C)s2)c1	4	i	0.2
O=C(Nc1c(C(=O)Nc2ccc3c(c2)OCCO3)cnn1-c1ccccc1Cl)c1ccco1	-1	i	-0.5
Cc1cccc(-n2cnc(C(=O)NNC(=S)Nc3ccc(Cl)cc3)c2)n1	13	i	-0.4
COc1ccc(C(CC(=O)O)NC(=O)c2ccco2)cc1OC (stereo not given)	6	i	-0.9
CC1CCCC(C)N1C(=O)COC(=O)Cc1c[nH]c2ccccc12 (stereo not given)	19	i	-0.7
O=C(NNC(=O)C1CCCO1)c1ccccc1Cl (stereo not given)	17	i	0.4
CN1N=C2c3ccccc3CCCC2C1c1ccc(F)cc1 (stereo not given)	10	i	-1.0
CC1CN(C2CCN(C(=O)c3ccccc3)CC2)CC(C)O1 (stereo not given)	3	i	-1.8
Cc1c(C(=O)O)nnn1-c1ccccc1	32	i	-0.6
COC(=O)c1cnn(-c2nc(OC)cc(OC)n2)c1C	7	i	-0.4
CC(C)C(=O)N1N=C2CCCCC2C1(O)C(F)(F)F (stereo not given)	24	i	/
Cc1cccc(C)c1NC(=O)CN(C)C(=O)c1cccc(S(=O)(=O)N2CCN(c3ccc(F)cc3)CC2)c1	31	i	-0.8
O=C(c1ccco1)N1CCN(C(=O)c2ccccc2NS(=O)(=O)c2ccc(F)cc2)CC1	12	i	-1.2
Cc1noc(NS(=O)(=O)c2ccc(NC(=O)CCn3c(=O)oc4ccccc43)cc2)c1C	3	i	-0.4
Cn1c(=O)c2cc(NCc3ccccc3)nnc2n(C)c1=O	48*	i	1.6
CC1CCC(C(C)C)C(OC(=O)Cn2c(-c3ccc(Cl)cc3)[n+](C)c3ccccc32)C1 (stereo not given)	9	-6.7*	0.9
Cc1c(C(N)=O)sc2ncn(CC(=O)N3CCC(C)CC3)c(=O)c12	4	i	-0.6
c1ccc(-c2nc(SCc3nc4ccccc4[nH]3)c3oc4ccccc4c3n2)cc1	14	/	-0.6
COc1ccc(C(=O)NNC(=O)C(=O)NC(C)c2ccccc2)cc1OC (stereo not given)	8	i	-1.4
Cc1ccc(NC(=O)CN(c2ccc(Cl)cc2)S(=O)(=O)c2cc([N+](=O)[O-])ccc2Cl)c(C)c1	34	-7.9*	1.5
N#Cc1sc(NCc2cccc(Cl)c2)nc1Cl	11	i	0.2
CCOc1ccc(Cc2nnc(SCC(=O)c3ccc(OC)cc3)o2)cc1	8	i	-0.4
CC(NC(=O)c1ccc(Br)cc1)c1ccccc1 (stereo not given)	14	i	-0.8
COc1ccccc1N1CCN(C(=O)c2noc(C(C)C)c2[N+](=O)[O-])CC1	14	i	-1.0
Cc1ccc(N(C)S(=O)(=O)c2cccc(C(=O)Nc3nc4ccccc4[nH]3)c2)cc1	23	i	-0.9
C=C(C)C(=O)Nc1cccnc1Oc1ccc(F)cc1F	6	i	-0.9
O=C(CCc1nnc(-c2ccc3c(c2)OCO3)o1)NC(c1ccccn1)C(F)(F)F (stereo not given)	1	i	-1.0
COc1ccc(NC(=O)COC(=O)CNC(=O)C2CCCCC2)cc1OC	13	/	-1.3
O=C(CN1CCCCC1)Nc1ccc(NC(=O)c2ccc(Cl)cc2)cc1Cl	14	i	-1.8
CCOC(=O)c1cc(-c2ccccc2)n(CC(=O)O)c1C	2	/	-1.5
CCCc1cc(=O)oc2cc(OCC(=O)Nc3ccc(S(N)(=O)=O)cc3)ccc12	8	i	1.1
O=C(CN1CCN(S(=O)(=O)c2ccc(F)cc2)CC1)Nc1ccc2c(c1)OCO2	25	i	-0.5
COc1cc(OC)cc(C(=O)n2nc(C)cc2C)c1	12	i	0.3
COc1cc(CCC(=O)OCC(=O)Nc2ccc(C(N)=O)cc2)cc(OC)c1OC	14	i	-0.5

# Pulled one by one from the list above, 6 records:
SMILES	OX1R antag	KCNQ2 inh	STK33 kinase inh
CC(NC(=O)c1ccc(Br)cc1)c1ccccc1 (stereo not given)	14	i	-0.8
O=C(CN1CCN(S(=O)(=O)c2ccc(F)cc2)CC1)Nc1ccc2c(c1)OCO2	25	i	-0.5
C=C(C)C(=O)Nc1cccnc1Oc1ccc(F)cc1F	6	i	-0.9
COc1ccccc1N1CCN(C(=O)c2noc(C(C)C)c2[N+](=O)[O-])CC1	14	i	-1.0
COc1cc(OC)cc(C(=O)n2nc(C)cc2C)c1	12	i	0.3
CCCc1cc(=O)oc2cc(OCC(=O)Nc3ccc(S(N)(=O)=O)cc3)ccc12	8	i	1.1

# (listing goes on)
SMILES	OX1R antag	KCNQ2 inh	STK33 kinase inh
Cc1cc(F)ccc1N1CCC(N2CCN(C(C)C)C(CCO)C2)CC1 (stereo not given)	8	i	0.8
CCc1cccc(NS(=O)(=O)c2ccc3c(c2)NC(=O)C(C)S3)c1 (stereo not given)	25	i	0.2
COc1cc2c(cc1NC(=O)CSc1ccc(Cl)cc1)oc1ccccc12	2	i	-2.3
Cc1cc(C2CCCCC2)n(O)c(=O)c1	19	/	-0.6
CCC(=O)NC(=S)Nc1c(C)cc(Br)cc1C	38	i	0.3
CCCCCCCCC1CC(C(=O)Nc2ccccc2)C(=O)O1 (stereo not given)	7	i	-2.0
CCN(CC)S(=O)(=O)c1ccc(N2CCOCC2)c(C(=O)O)c1	15	i	0.7
Cc1c(Cl)cccc1NC(=O)C1CCN(c2cnccn2)CC1	12	i	1.5
O=C(CCCc1c[nH]c2ccccc12)N1CCN(S(=O)(=O)c2cccs2)CC1	5	i	-0.9
CCc1ccc(NC(=O)C(=O)NCCOc2ccccc2Cl)cc1	8	i	-0.5
O=[N+]([O-])c1cc(/C=N/O)ccc1Oc1ccccc1Cl	14	i	4.1
O=C(CCn1c2c(c3ccccc31)CCCC2)NNC(=O)c1cccc([N+](=O)[O-])c1	8	i	0.3

# 4 compounds out of the list, ordered by molar mass, low to high:
SMILES	OX1R antag	KCNQ2 inh	STK33 kinase inh
O=[N+]([O-])c1cc(/C=N/O)ccc1Oc1ccccc1Cl	14	i	4.1
CCC(=O)NC(=S)Nc1c(C)cc(Br)cc1C	38	i	0.3
CCCCCCCCC1CC(C(=O)Nc2ccccc2)C(=O)O1 (stereo not given)	7	i	-2.0
CCc1ccc(NC(=O)C(=O)NCCOc2ccccc2Cl)cc1	8	i	-0.5

# Continuation.
SMILES	OX1R antag	KCNQ2 inh	STK33 kinase inh
C[N+]1=C(/C=C/Nc2ccccc2Cl)C(C)(C)c2ccccc21	16	i	/
CCc1ccc(N(CC(=O)NC)S(C)(=O)=O)cc1	19	i	0.6
Cc1ccc(Cl)cc1NC(=O)N(C)CCO	6	i	-1.3
COc1ccc(-c2cc3nc(C)c(CCC(=O)NC(C)CCc4ccco4)c(C)n3n2)c(OC)c1 (stereo not given)	15	i	-0.1
Cc1ccc(S(=O)(=O)N2CCN(C(=O)CN3C(=O)NC4(CCOc5ccccc54)C3=O)CC2)cc1 (stereo not given)	32	i	-0.5
CCCCC(=O)Nc1cccc(-c2nc3ncccc3o2)c1C	4	i	12
Cc1cc(C)nc(/N=C(/NC(=O)Nc2cccc(Cl)c2)Nc2ccccc2)n1	19	-5.8*	-0.2
CC(=O)c1cccc(OCc2cc(C(=O)N3CCSCC3)no2)c1	-3	i	-0.5
Cc1c(Br)c([N+](=O)[O-])nn1CC(=O)N1CCc2ccccc2C1	29	i	-1.3
Cc1ccc(Cn2c(SCCN3CCOCC3)nc3c2c(=O)n(C)c(=O)n3C)cc1	1	i	0.3
Cc1noc(C)c1C(=O)N1CCCC(C(=O)c2cccc(OC(C)C)c2)C1 (stereo not given)	7	i	-1.1
CC(NS(=O)(=O)/C=C/c1ccccc1)C(=O)O (stereo not given)	10	i	-0.6
COc1ccccc1N1CCN(CC(=O)c2c(N)n(C)c(=O)n(C)c2=O)CC1	5	i	-1.9
Cc1ccc(S(=O)(=O)N2CCN(C(=O)COC(=O)CNC(=O)c3ccccc3)CC2)c(C)c1	8	i	-1.7
CCS(=O)(=O)Nc1cccc(-c2cn3c(n2)SCC3)c1	6	i	3.1
Cc1cccc(C)c1NC(=O)CN(C)CC(=O)Nc1sc2c(c1C(N)=O)CCC2	10	i	-2.0
CCCCCNC(=O)CSC1=N/C(=C\c2ccc(Cl)c(Cl)c2)C(=O)N1CC	14	i	-1.7
CCCCN(C(=O)CCCc1nc2ccccc2c(=O)[nH]1)c1c(N)n(CCCC)c(=O)[nH]c1=O	30	i	-1.0
O=C(COC(=O)/C=C/c1ccc(F)cc1)Nc1nnc(-c2ccccc2)o1	10	/	-2.0
CSc1ccccc1NC(=O)N1CCC(CO)(CC2CCCCO2)CC1 (stereo not given)	9	i	-0.5
O=C(CN1C(=O)NC2(CCCc3ccccc32)C1=O)N1CCCCC1 (stereo not given)	9	i	-0.1
O=C(NNC(=O)C1CC(c2cccs2)=NO1)Nc1ccc(Cl)cc1 (stereo not given)	16	i	-0.7
COc1ccc(N=CC2=C(O)c3ccccc3C2=O)cc1	27	i	2.6
Cc1cccc(NCC(=O)N/N=C/c2cccc(Br)c2)c1	6	i	-0.8
COc1ccc(C(=O)OCCN2CCOCC2)cc1	14	i	1.1
O=C(c1ccc(Br)cc1)N(Cc1nc2ccccc2c(=O)[nH]1)C1CCCC1	15	i	0.4
CC(=O)NC(Cc1ccccc1C)C(=O)NC1CCN(c2nnnn2-c2ccccc2)CC1 (stereo not given)	5	i	-0.7
Cc1cccc(-c2nc(CS(=O)CC(=O)NC3CCCC(C)C3C)c(C)o2)c1 (stereo not given)	8	i	-1.7
O=C(NCc1ccco1)c1cccc(NS(=O)(=O)c2cccc(F)c2)c1	8	i	-0.3
Cc1ccnc(SC2CC(=O)N(c3ccc(Br)cc3)C2=O)n1 (stereo not given)	/	i	2.7
Cc1ccccc1SCC(=O)Nc1cc(C(F)(F)F)ccc1N1CCOCC1	38	-9.5*	8.7
CCc1ccccc1NC(=O)NC1CCCCC1	20	i	-0.4
CCOC(=O)CCCCCC(=O)Nc1ccc2c(c1)C(=O)N([C@H](C)CO)C[C@@H](C)[C@H](CN(C)S(=O)(=O)c1cn(C)cn1)O2	2	/	-0.1
COc1ccc(/C(C)=N/NC(=O)c2nnn(-c3nonc3N)c2-c2cccs2)cc1OC	1	i	0.1
CC(=O)Nc1sc2c(c1C(c1ccncc1)N1CCOCC1)CCCC2 (stereo not given)	10	i	-0.3
O=C(/C=C/c1ccccc1)c1ccccn1	36	i	-2.1
